Bioassay records: PubChem, several laboratories
Scp-1 inhibitor: inhibitors of human Scp-1 phosphatase. Q9GZU7. Recombinant Scp1, phosphopeptide, malachite green phosphate absorbance. inhibition, % at 20 µM. actives 0.88% (n = 340,000). AID 493091;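 active = inhibition above about 50% at 20 µM, limit read from the data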;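 also: plate controls were DMSO wells with enzyme for no effect and wells lacking enzyme for full effect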
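Test system: SCP-1 phosphatase catalytic domain, residues 76-261 | Compound dosing: One concentration, 20 µM, with 1.0% DMSO | Schedule: 45 min room-temperature reaction, 5 min colour, 30 min stabiliser | Detection: Absorbance at 630 nm | Read-out basis: % inhibition of SCP-1 phosphate liberation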
NadD inh: blocks S. aureus nicotinate mononucleotide adenylyltransferase; purified NadD enzyme, colorimetric absorbance read-out; inhibition, % at 20 µM; actives 0.78% (n = 360,000); in the data active = inhibition above about 26%; also: some compounds past the cut are filed as inactive
DNMT1 inh: blocks human DNA methyltransferase DNMT1; P26358; AID 588458; inhibition (reported as % activation of signal), % at 10 µM; actives 0.83% (n = 360,000); DNMT1 molecular beacon, Hinp1I cleavage, fluorescence; in the data active = inhibition above about 50%
SKN-1 block: inhibitors of C. elegans SKN-1. inhibition, % at 21.8 µM. actives 0.49% (n = 360,000). C. elegans VP596 Pgst-4::GFP/RFP ratio, acrylamide-induced, 24 h;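 active = interference check ratio from 0.5 to 1.5 plus GFP to RFP signal ratio inhibition reaching or exceeding a fixed threshold, cut at about 30% in these data, passing the limit was not always enough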; also: some compounds called inactive have numbers as strong as hits
NRP1-CendR mod: NRP-1/CendR interaction modulation; FAM-RPARPAR peptide binding to NRP-1, fluorescence polarization; inhibition, % at 25 µM; actives 0.85% (n = 360,000); O14786;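 active = inhibition or corrected inhibition above about 18%, plus a signal ratio from 0.5 to 1.5, limit read from the data, passing the limit was not always enough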; also: strong numbers were not always called active
Target sequence (O14786 whole entry, looked up): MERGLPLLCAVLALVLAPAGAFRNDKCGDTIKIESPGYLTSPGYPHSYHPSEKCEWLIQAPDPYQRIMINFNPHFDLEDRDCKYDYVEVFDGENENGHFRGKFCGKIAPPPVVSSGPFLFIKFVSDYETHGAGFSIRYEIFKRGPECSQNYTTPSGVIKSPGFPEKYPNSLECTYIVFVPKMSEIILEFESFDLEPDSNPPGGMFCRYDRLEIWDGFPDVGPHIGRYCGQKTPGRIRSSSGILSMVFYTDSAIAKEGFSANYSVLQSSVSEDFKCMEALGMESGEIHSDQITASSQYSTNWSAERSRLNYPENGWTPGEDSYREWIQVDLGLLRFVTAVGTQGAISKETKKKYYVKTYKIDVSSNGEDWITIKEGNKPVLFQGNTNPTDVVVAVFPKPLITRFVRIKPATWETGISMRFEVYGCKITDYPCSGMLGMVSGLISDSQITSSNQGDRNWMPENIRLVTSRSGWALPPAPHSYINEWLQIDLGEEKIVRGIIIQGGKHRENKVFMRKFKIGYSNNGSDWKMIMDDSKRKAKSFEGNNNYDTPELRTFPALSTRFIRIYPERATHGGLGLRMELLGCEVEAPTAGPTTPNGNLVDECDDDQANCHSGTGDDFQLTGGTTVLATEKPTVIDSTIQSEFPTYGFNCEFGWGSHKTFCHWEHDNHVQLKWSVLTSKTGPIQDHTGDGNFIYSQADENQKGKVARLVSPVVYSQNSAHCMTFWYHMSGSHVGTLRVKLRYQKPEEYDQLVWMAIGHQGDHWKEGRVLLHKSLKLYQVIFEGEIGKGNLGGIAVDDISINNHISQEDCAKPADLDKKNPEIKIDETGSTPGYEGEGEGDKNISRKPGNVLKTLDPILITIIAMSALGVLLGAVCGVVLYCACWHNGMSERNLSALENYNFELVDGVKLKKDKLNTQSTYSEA
LMPTP block: LMPTP (human) inhibition; P24666; recombinant LMPTP-A, OMFP fluorogenic substrate, fluorescence intensity; inhibition, % at 20 µM; actives 0.22% (n = 360,000);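 active = compounds that cut the enzyme signal by at least half of the control window in the single-dose screen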;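 also: plate controls were DMSO wells with enzyme plus substrate for no effect and substrate without enzyme for full effect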
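Assay system: LMPTP-A phosphatase enzyme | Input: 0.625 nM enzyme | Also added: Fluorogenic phosphatase substrate OMFP at 400 µM final | Compound dosing: One test concentration per compound, 20 µM, with 3% DMSO overall | Schedule: 50 min enzyme reaction at room temperature, protected from light | Signal: Fluorescence intensity | Benchmarks: no-enzyme and uninhibited controls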
SUMO1-SIM PPI: modulators of human SUMO1-mediated protein-protein interactions | P63165 | actives 0.33% (n = 360,000) | AID 602429 | SUMO1 binding to a labelled peptide, TR-FRET, 1 h | inhibition, % at 20 µM; in the data active = inhibition above about 37%
Neddyl block: cullin neddylation inhibition; calls only at 25 µM; P61081+Q13564; TR-FRET cullin neddylation, biochemical; actives 0.58% (n = 360,000); in the data active = inhibition above about 36%
Tb MetRS inh: Trypanosoma brucei MetRS inhibition; actives 0.4% (n = 360,000); AID 624268; purified T. brucei MetRS, ATP depletion, Kinase-Glo luminescence; inhibition, % at 11.9 µM;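 active = inhibition above a per-plate cutoff of the control wells' mean inhibition plus 3 SD, cut at about 5.5% in these data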;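 also: 0% = DMSO wells median and 100% = median of wells with control inhibitor compound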
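assay system = parasite MetRS enzyme | timing = 15 min preincubation, 2 h reaction, all 25 °C | evaluation = percent inhibition relative to median high and low control wells | medium = HEPES buffer containing pyrophosphatase, BSA, spermine, DTT | compound = single dose, 11.9 µM final nominal, 0.9% final DMSO | detection = Kinase-Glo luminescence, ATP depletion format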
STEP block: STEP (human) phosphatase inhibition; actives 0.25% (n = 360,000); inhibition, % at 20 µM; P54829; recombinant STEP, OMFP fluorogenic substrate, fluorescence;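 active = inhibition at 20 µM, scaled per plate between control wells, above about 37%, limit read from the data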;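 also: 0% = DMSO with enzyme and substrate and 100% = substrate only without enzyme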
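System: STEP phosphatase, cell-free reaction; Buffer or medium: Bis-Tris pH 6.0 buffer with DTT, detergent; Incubation: 20 min at room temperature, dark; Measured by: fluorescence, 480/540 nm.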
Active calls of the source: *; i = inactive; / = no result given.

mol	Scp-1 inhibitor	NadD inh	DNMT1 inh	SKN-1 block	NRP1-CendR mod	LMPTP block	SUMO1-SIM PPI	Neddyl block	Tb MetRS inh	STEP block
O=C(Nc1ccccc1)c1ccc(NCC2CCCO2)c(S(=O)(=O)N2CCOCC2)c1 (centres undefined)	-10	3	-2	3	10	-0.7	-2	i	-0.3	1
CCOc1ccccc1NC(=O)COC(=O)CCOc1cc(C)ccc1C	-8	-5	0	5	-3	2.1	2	i	-0.3	0
Cc1noc(C)c1NC(=O)Nc1ccc2c(c1)C(=O)N([C@H](C)CO)C[C@H](C)[C@@H](CN(C)S(=O)(=O)c1ccc(Cl)cc1)OCCCC[C@@H](C)O2	/	7	0	-13	-18	-2.0	3	i	-0.9	-2
CCCC(NC(=O)c1c(C)noc1C)C12CC3CC(CC(C3)C1)C2 (centres undefined)	-1	-7	3	-5	-12	-0.5	3	i	-0.2	-2
C=CCN(c1ccc(F)cc1)S(=O)(=O)c1cc(C(=O)NC2CC2)ccc1Cl	/	-7	1	15	11	0.1	-2	i	-0.1	-4
O=C(O)c1ccc(N=NN2CCCCCC2)cc1	-1	-1	-1	10	-4	-1.4	1	i	-0.5	-2
CC(NC(=O)C12CC3CC(C)(CC(C)(C3)C1)C2)c1ccncc1 (centres undefined)	-6	-7	2	6	6	-0.6	4	i	-0.6	0
Nc1c(N(CCO)C(=O)C2CCCC2)c(=O)[nH]c(=O)n1Cc1ccccc1	0	1	4	-19	0	-0.7	2	i	0.3	-3
CC(C)CN(C(=O)CCc1ccccc1)c1c(N)n(CC(C)C)c(=O)[nH]c1=O	-7	-1	-1	15	-2	0.1	0	i	-1.1	-6
COCCn1c(-c2ccccc2)nc2oc3cc(OC)ccc3c(=O)c2c1=O	-4	-2	5	-10	4	-1.3	-2	i	-1.4	-2
CC(=O)Nc1cccc(C)c1	-6	3	-2	-4	-6	-2.0	1	i	-0.4	3
CCOc1cc(C2C(C(=O)OC)=C(C)N=C3SCCC(=O)N32)ccc1OC(C)=O (centres undefined)	3	-4	-2	-5	3	-1.0	-7	i	-0.8	-3
CCS(=O)(=O)c1ccc(N)cc1	5	-4	5	0	10	-1.5	1	i	-0.8	-1
C[n+]1cccc(C(=O)Nc2ccccc2)c1	31	13	-1	9	-5	-2.4	-1	i	-0.2	-2
CC(C)CNC(=O)COc1cccc(C(=O)NCc2ccccc2)c1	-1	3	3	-20	8	-1.1	2	i	-1.0	-4
CC(C)CNC(=O)c1ccccc1NC(=O)c1ccc(CN2CCOCC2)cc1	-1	2	0	8	-8	-2.2	-2	i	1.1	-3
O=C(Nc1cccnc1)Nc1cccc([N+](=O)[O-])c1	-10	-2	2	2	2	0.3	-19	i	1.8	-1
C/C(=N\NC(=O)c1cccc(S(=O)(=O)N2CCCC2)c1)c1ccccc1F	-3	-1	1	16	3	-1.6	4	i	-0.3	0
CCNC(=O)c1cc2c(c(-c3cccc(-c4ccccc4F)c3)n1)[C@@H](CCO)N(C(=O)CC)C2	/	-1	/	15	-3	-0.9	8	i	-0.7	/
Cc1cc(C(=O)CSc2ncn[nH]2)c(C)n1-c1cccc(S(=O)(=O)N2CCOCC2)c1	-6	5	-12	7	-10	-0.7	4	i	0.3	0
COCCNC(=O)CCn1nc(-c2ccc(Cl)cc2)c2ccccc2c1=O	-5	-3	3	6	0	0.0	3	i	0.1	2
O=C(c1ccccc1F)N1CCN(Cc2cccc(Cl)c2)CC1	12	-1	-1	9	5	-0.4	0	i	0.3	0
COC(=O)c1sccc1NC(=O)Nc1cc(C)cc(C)c1	-8	-6	-4	0	6	2.3	0	i	-0.4	0
CCOC(=O)C1CCCCN1Cc1cccc(OCc2ccccc2)c1 (centres undefined)	-5	-1	-11	1	16	0.6	5	i	-0.4	1
Cc1ccccc1NC(=S)N1CCN(c2ccccc2Cl)CC1	4	1	-2	4	-15	0.3	-1	i	-0.5	-3
CC(=O)Nc1ccc(C(=O)CN2C(=O)NC3(CCCCCC3)C2=O)c(F)c1	-3	2	-4	17	3	-2.1	-5	i	-0.4	-1
C=CCc1c(C)nn(CC(=O)O)c1-c1ccccc1	-2	7	4	-1	1	-0.8	-1	i	-0.3	-2
CCc1nnc(NC(=O)CCN2C(=O)CCC2=O)s1	-3	-3	3	-4	1	-2.0	-1	i	-1.6	-12
O=C(NC1CCCCC1)C1CCC(=O)N(Cc2cccc(C(F)(F)F)c2)C1 (centres undefined)	-5	-2	0	1	10	0.0	-1	i	0.3	-1
CCc1nc2ccc(C)cc2c(C(=O)NC2CCCCC2C)c1C (centres undefined)	-7	2	1	-17	-11	-1.0	4	i	0.2	-3

An excerpt of these results, with values under each structure.
Every second line gives: Scp-1 inhibitor	NadD inh	DNMT1 inh	SKN-1 block	NRP1-CendR mod	LMPTP block	SUMO1-SIM PPI	Neddyl block	Tb MetRS inh	STEP block
Nc1c(N(CCO)C(=O)C2CCCC2)c(=O)[nH]c(=O)n1Cc1ccccc1
    0	1	4	-19	0	-0.7	2	i	0.3	-3
CC(C)CN(C(=O)CCc1ccccc1)c1c(N)n(CC(C)C)c(=O)[nH]c1=O
    -7	-1	-1	15	-2	0.1	0	i	-1.1	-6

(listing goes on)
mol	Scp-1 inhibitor	NadD inh	DNMT1 inh	SKN-1 block	NRP1-CendR mod	LMPTP block	SUMO1-SIM PPI	Neddyl block	Tb MetRS inh	STEP block
O=c1[nH]ncc2c3ccccc3n(Cc3ccccc3)c12	3	-3	-2	13	-11	0.2	0	i	0.4	-1
CCOC(=O)C(NC(=O)c1ccccc1)(OCc1ccccc1)C(F)(F)F (centres undefined)	-10	-3	-4	4	14	-0.1	1	i	-0.1	2
CCC(C)(C)NC(=O)C(NS(=O)(=O)c1cccs1)c1ccccc1 (centres undefined)	6	0	-8	-9	3	-1.2	1	i	-1.1	-6
CCCCn1c(N)c(N(CC)C(=O)c2ccc(N(C)S(=O)(=O)c3ccc(C)cc3)cc2)c(=O)[nH]c1=O	-5	3	0	6	10	-0.3	3	i	-0.4	-2
COc1ccc(CNC(=O)CSc2nnnn2C)cc1OC	-4	2	1	-6	0	-1.9	-4	i	-1.0	-5
COc1ccc(-n2nc(C(=O)Nc3cc(OC)c(OC)c(OC)c3)c3ccccc3c2=O)c(OC)c1	-14	-3	-2	7	6	0.5	0	i	0.5	1
CCOC(=O)N1CCN(C(=O)COc2ccc(Br)cc2Cl)CC1	-7	0	-9	-1	8	-0.5	-2	i	0.8	3
Cc1cccc(C)c1NC(=O)C(c1ccccc1F)n1c(=O)c(-c2ccccc2)nc2ccccc21 (centres undefined)	/	/	/	10	-5	3.1	-3	i	0.2	/
COc1ccc(-n2c(COc3ccc(C)cc3)nnc2SCC(=O)O)cc1	-2	3	2	-1	-8	-0.6	-1	i	0.2	-2
CCCCN(CCCNC(=O)Cn1nc(CC)n2c(cc3sc(C)cc32)c1=O)Cc1ccccc1	-16	-8	18	-14	14	-1.9	-7	i	-0.5	1
C/C(=N\NC(=O)Cc1ccc(O)cc1)c1cccnc1	-2	3	0	3	1	0.0	-2	i	0.0	-2
COc1cccc(-c2nc(CS(=O)(=O)CC(=O)NC3CCCC3)c(C)o2)c1	-2	-1	-1	-3	8	0.1	0	i	0.0	1
CC(C)CC(OC(=O)c1nsc(Cl)c1Cl)C(=O)NCC1CCCO1 (centres undefined)	-3	2	-2	8	-2	-0.9	3	i	-0.5	-1
COc1ccc(S(=O)(=O)NCCc2nnc3ccc(SCC(=O)Nc4nc(C)cs4)nn23)cc1	-1	1	0	-5	1	-1.0	3	i	0.1	0
NC(=S)N/N=C/c1coc2c(ccc3ccccc32)c1=O	-6	16	55*	0	1	16	2	i	0.6	-2
O=C(Nc1ccon1)c1sc2cc(F)ccc2c1Cl	-10	-1	3	10	-2	-0.8	0	i	-0.7	-1
O=c1ccc(-c2ccc(S(=O)(=O)N3CCN(c4cccc(Cl)c4)CC3)o2)n[nH]1	1	-2	11	18	-2	-1.7	-8	i	0.3	3
NC1=C(c2ccccc2)C(=O)NC1=O	-10	-1	-3	8	8	-1.2	-27	i	-0.1	1
CN(/C=C/C(=O)C(F)(F)F)Cc1ccccc1	-1	-10	7	13	-1	-0.8	-5	i	0.1	-2
O=C(Cc1c[nH]c2ccccc12)NC1(C(=O)NC2CCCC2)CCCCC1	-4	-2	0	1	6	0.0	-1	i	-0.6	2
COC(=O)N(NC(=O)C(O)(c1ccccc1)c1ccccc1)c1ccc(C)cc1	-4	-3	0	-3	2	-1.1	1	i	0.5	-2
O=C(NCCN1CCOCC1)c1cccc(S(=O)(=O)NCc2ccccc2)c1	-10	5	-4	11	0	-11	-56	i	0.2	1
CCOC(=O)c1oc2cc(O)c(CC)cc2c(=O)c1-c1ccc2c(c1)OCCO2	-12	3	-2	7	-5	-2.1	-9	i	0.0	-3
CCOc1ccc(C(=O)Nc2cccc(C(=O)O)c2)cc1Cl	5	-1	0	-11	1	-0.4	-1	i	0.1	-2
O=C1[C@@H]2[C@H]3CC[C@H](C3)[C@@H]2C(=O)N1O	44	3	14	5	5	-1.5	9	i	0.1	8
CC(=O)Nc1cc(-c2ccc(C(=O)N3CCOCC3)cc2)cn2c(-c3ccccc3)cnc12	/	-1	-3	-24	-7	0.5	-29	i	0.1	-4
